EWS-Fli inh: blocks EWS/Fli oncoprotein-driven transcription. A673 NR0B1-luciferase reporter, viability-normalised. inhibition, % at 12.6 µM. 350,000 tested, 0.67% active. AID 651661;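 active = mean inhibition of at least 50% after viability correction, with every replicate also passing that limit; inconclusive = mean reaches 50% but only one of two replicates passes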;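 also: firefly luciferase signal divided by Alamar Blue viability fluorescence both relative to DMSO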
ARNT-TACC3 inh: disruptors of human ARNT/TACC3 interaction; 390,000 tested, 0.66% active; AID 623870; Q9Y6A5; inhibition, % at 9.99 µM; AlphaScreen His-ARNT PAS-B/GST-TACC3 binding, luminescence; TACC3 fragment carries E629A point mutation;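 active = mean inhibition of replicates at least 50% and at least half of replicates each reaching 50%; inconclusive = half or more replicates reach 50% but mean below 50%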;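 also: 0% = complete ARNT plus TACC3 wells and 100% = ARNT alone without TACC3; many hits fall short of the cut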
DENV2 CPE rescue: protects cells from dengue virus 2 cytopathic effect; DENV2-infected cells, cytopathic effect rescue, plate reader; CPE inhibition, % at 9.99 µM; 350,000 tested, 1.7% active; in the data active = CPE inhibition above about 20%, passing the limit was not always enough; inconclusive = no clear call, values can overlap the other calls; tested in BHK-21 cells;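 also: 0% = median of neutral control wells and 100% = median of positive control wells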
SIRT5 inh: blocks human SIRT5 desuccinylation of peptide; Q9NXA8; Purified SirT5, succinyl-peptide AMC, trypsin-coupled fluorescence; inhibition, % at 15 µM; 330,000 tested, 1.1% active; AID 652115; in the data active = inhibition above about 15%; inconclusive = no clear call, values can overlap the other calls
Target sequence (Q9NXA8 whole entry, looked up): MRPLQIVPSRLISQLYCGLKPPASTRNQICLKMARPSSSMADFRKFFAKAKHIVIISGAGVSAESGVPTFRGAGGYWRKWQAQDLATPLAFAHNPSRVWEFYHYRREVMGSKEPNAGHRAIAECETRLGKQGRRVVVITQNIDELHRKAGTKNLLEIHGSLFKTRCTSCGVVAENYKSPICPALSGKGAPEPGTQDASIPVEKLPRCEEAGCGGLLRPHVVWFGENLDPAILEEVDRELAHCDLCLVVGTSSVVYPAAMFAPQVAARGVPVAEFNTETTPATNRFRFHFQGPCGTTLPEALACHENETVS
PAX8 inh HTS: PAX8 transcriptional activity inhibition | RMG-I TPO-luciferase reporter, SteadyGlo, 24 h | inhibition, % at 12.6 µM | 360,000 tested, 1.2% active;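 active = mean replicate inhibition at least 60% with every replicate also reaching 60%; inconclusive = only one of the two criteria is met; inactive = mean below 60% and not all replicates reaching 60%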;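 also: luciferase light reporting Pax8 driven TPO promoter activity; plate controls were median of neutral control wells for no effect and mitoxantrone controls for full effect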
CASP6 VEID inh: inhibitors of human caspase-6; P55212; purified caspase-6, Z-VEID-R110 cleavage fluorescence; inhibition, % at 12.5 µM; 350,000 tested, 0.53% active; AID 686996;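 active = mean inhibition across replicates at least about 35%, with every replicate also reaching that limit, limit read from the data; inconclusive = only one of the two criteria met; inactive = neither criterion met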;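 also: 0% = median of neutral control wells and 100% = no fluorescence left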
Target sequence (P55212 24-179 limits assumed): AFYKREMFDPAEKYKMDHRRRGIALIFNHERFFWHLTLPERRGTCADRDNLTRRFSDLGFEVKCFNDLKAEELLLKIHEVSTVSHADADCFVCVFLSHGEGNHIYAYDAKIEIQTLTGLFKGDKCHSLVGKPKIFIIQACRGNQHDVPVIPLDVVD
Target sequence (P55212 194-293 limits assumed): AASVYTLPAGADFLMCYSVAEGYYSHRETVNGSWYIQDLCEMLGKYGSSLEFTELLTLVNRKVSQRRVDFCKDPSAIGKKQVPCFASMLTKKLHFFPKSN
LGR2 inh: inhibitors of bursicon-induced Drosophila LGR2 receptor cAMP signaling. HEK293 LGR2, CRE-luciferase, bursicon-stimulated, 4 h. inhibition, % at 9.99 µM. 380,000 tested, 0.35% active;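 active = drop in luminescence signal, shown as inhibition above about 50% in the replicate tests, limit read from the data, passing the limit was not always enough; inconclusive = probably only some replicates passing the limit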;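 also: agonist challenge used bursicon conditioned medium at about half maximal strength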
* hit, by the source's call; ? = inconclusive; · = no result given; & = joins results of further samples.

#1 CC1=NN(C(=O)c2ccccc2Cl)C(O)(c2cccnc2)C1 (configuration not stated)
#2 Cc1c(C(=O)NCCC2=CCCCC2)cccc1[N+](=O)[O-]
#3 O=C(N/N=C/C1CCCCC1)c1ccccc1-n1cccc1
#4 CCNC(=O)Nc1ccc2c(c1)C(=O)N(C)[C@@H]1CC[C@H](CC(=O)NC3CCCCC3)O[C@H]1CO2
#5 Cn1nc(C(F)(F)F)c2cc(C(=O)Nc3ccc(F)cc3)sc21
#6 Clc1ccc(SCCCN2CCCCC2)cc1
#7 COc1ccc(OC)c(CCNC(=O)Cc2ccc(NC(=O)C3=C(C)OCCS3)cc2)c1
#8 Cc1ccc(-n2cnc(N)c2C(=O)c2cccc([N+](=O)[O-])c2)cc1

entry no.	1	2	3	4	5	6	7	8
EWS-Fli inh	-2	·	2	-7	-2	9	11	1
ARNT-TACC3 inh	-5	0	-4	-6	-15	-1	·	-9
DENV2 CPE rescue	3	·	-3	2	-1	9	6	7
SIRT5 inh	-3	0	-2	-2	0	-1	·	1
PAX8 inh HTS	3	·	·	9	4	13	-53	-14
CASP6 VEID inh	0	1	2	-3	-2	-9	-1	-1
LGR2 inh	14	-53	-11	-14	4	-12	-3	4

#9 Nc1ccc(S(=O)(=O)NNC(=O)C(=O)NNc2ccccn2)cc1
#10 COC(=O)C1=C(C(=O)OC)[C@@H]2N(C)c3ccc(OC)cc3[C@@]23C[C@@H](C(=O)OC)N=C3N1
#11 C[C@@H]1CN([C@H](C)CO)C(=O)c2cc(-c3cccnc3)cnc2O[C@H]1CN(C)C(=O)C1CCOCC1
#12 CC(=O)c1ccc(NC(=O)COC(=O)C2CC3C=CC2C3)cc1 (configuration not stated)
#13 C[C@@H]1CN([C@H](C)CO)S(=O)(=O)c2ccc(C3=CCCC3)cc2O[C@@H]1CN(C)C(=O)c1ccncc1
#14 Cc1ccc(C)c(NC(=O)CN(C)C(=O)c2cc3c(s2)CCCCC3)c1
#15 Cc1nn(CC(=O)NNC(=S)NCC2CCCO2)c(C)c1Br (configuration not stated)
#16 C/C=C/c1cnc2c(c1)C(=O)N([C@@H](C)CO)C[C@@H](C)[C@H](CN(C)Cc1ccncc1)O2

entry no.	9	10	11	12	13	14	15	16
EWS-Fli inh	·	0	-10	-12	-4	0	·	-5
ARNT-TACC3 inh	74*	2	-7	·	0	-11	28	-6
DENV2 CPE rescue	·	-7	5	-2	-2	-2	8	-7
SIRT5 inh	2	0	-2	-4	-1	-5	0	-1
PAX8 inh HTS	·	8	·	-53	2	40	1	·
CASP6 VEID inh	-4	-2	2	2	-1	2	1	-1
LGR2 inh	11	14	1	-40	12	-2	28	-5

Rewritten with values under each structure: entries from further up
Value order – EWS-Fli inh, ARNT-TACC3 inh, DENV2 CPE rescue, SIRT5 inh, PAX8 inh HTS, CASP6 VEID inh, LGR2 inh
11	C[C@@H]1CN([C@H](C)CO)C(=O)c2cc(-c3cccnc3)cnc2O[C@H]1CN(C)C(=O)C1CCOCC1
→ -10, -7, 5, -2, ·, 2, 1
12	CC(=O)c1ccc(NC(=O)COC(=O)C2CC3C=CC2C3)cc1 (configuration not stated)
→ -12, ·, -2, -4, -53, 2, -40
13	C[C@@H]1CN([C@H](C)CO)S(=O)(=O)c2ccc(C3=CCCC3)cc2O[C@@H]1CN(C)C(=O)c1ccncc1
→ -4, 0, -2, -1, 2, -1, 12

Additional structures follow.
#17 O=C(Nc1ccc(C(=O)N2CCCCC2)cc1)c1ccccc1Cl
#18 COc1ccc(CN(C)C[C@@H]2Oc3c(NC(=O)C4CC4)cccc3C(=O)N([C@@H](C)CO)C[C@H]2C)cc1
#19 CCCC#Cc1ccc2c(c1)O[C@@H](CN(C)C(=O)c1ccccn1)[C@@H](C)CN([C@H](C)CO)S2(=O)=O
#20 N#Cc1sc2nc(-c3cccs3)cc(-c3ccccc3)c2c1N
#21 Cc1cc(C)cc(NC(=O)c2ccccc2NC(=O)CCC(=O)O)c1
#22 CO[C@@H]1CN(C)C(=O)c2cc(NC(=O)c3ccccc3F)ccc2OC[C@H](C)N(C)C[C@H]1C
#23 CCn1c(=O)oc2cc(NC(=O)CCl)ccc21
#24 CO[C@@H]1CN(C)C(=O)c2ccc(NC(=O)c3ccc(F)cc3)cc2OC[C@H](C)N(C(C)=O)C[C@@H]1C

entry no.	17	18	19	20	21	22	23	24
EWS-Fli inh	-7	-5	-3	1	-12	-5	30	-12
ARNT-TACC3 inh	2	3	·	-7	0	-8	1	-7
DENV2 CPE rescue	-8	-2	-9	·	·	?	0	11
SIRT5 inh	0	-1	0	-2	0	-8	-1	-3
PAX8 inh HTS	4	·	·	·	14	-10	45	-6
CASP6 VEID inh	0	-2	0	-2	0	3	-5	0
LGR2 inh	-2	-9	25	-3	9	10	27	15

#25 C[C@H](NC(=O)C[C@@H]1CC[C@@H](NC(=O)Nc2ccc3c(c2)OCO3)[C@@H](CO)O1)c1ccccc1
#26 COc1ccc(N2CCN(Cc3nnc(-c4ccccc4)o3)CC2)cc1
#27 C[C@H]1CCCCO[C@@H](CN(C)C)[C@@H](C)CN([C@@H](C)CO)C(=O)c2cc(NC(=O)Nc3ccc(F)cc3)ccc2O1
#28 O=C(CSc1nncn1-c1ccccc1)N1CCCC1
#29 CC(C)N(C)S(=O)(=O)c1ccc(Cl)c(C(=O)O)c1
#30 NC(=O)C1CCN(C(=O)c2ccc(NS(=O)(=O)c3ccc(F)cc3)cc2)CC1
#31 C=C(C)COC(=O)c1ccccc1C(=O)OCC1(C)CO1 (configuration not stated)
#32 CO[C@@H]1CN(C)C(=O)c2cc(NC(=O)C3CCC3)ccc2OC[C@H](C)N(Cc2ccncc2)C[C@H]1C

entry no.	25	26	27	28	29	30	31	32
EWS-Fli inh	-6	·	-13	-3	4	-1	-10	-11
ARNT-TACC3 inh	5	6	1	8	-8	7	0	·
DENV2 CPE rescue	1	·	-14	4	1	-3	-4	·
SIRT5 inh	0	·	1	-1	-4	-2	0	-3
PAX8 inh HTS	15	-6	-12	-9	19	-4	-3	·
CASP6 VEID inh	-3	·	-2	-5	4	3	0	·
LGR2 inh	5	1	-13	-3	-24	-2	·	4

#33 CCOC(=O)c1cc(-c2ccccc2)nn1Cc1cc(CC)no1
#34 Cc1cc(=O)[nH]c(SCC(=O)Nc2ccc(N3CCCCC3)cc2)n1
#35 COc1ccc(CNC(=O)C2CC(=O)N(C3CCCC3)C2)cc1 (configuration not stated)
#36 Cc1cccc(NC(=O)c2cc3ccccc3nc2C)c1
#37 O=C(CCN1C(=O)c2ccc(Br)cc2C1=O)NC1CCCCC1
#38 CCCCN(CC)CCNC(=O)c1cn(C)c(=O)c2c1c1ccccc1n2C
#39 COC(=O)[C@]12CCCCC=C1N(Cc1ccccc1)C(=O)[C@H](CC(=O)NCC13CC4CC(CC(C4)C1)C3)C2
#40 COc1cccc(C(C)(O)c2nc(-c3cccc4cccnc34)cs2)c1 (configuration not stated)

entry no.	33	34	35	36	37	38	39	40
EWS-Fli inh	-6	3	-1	-5	1	-4	10	9
ARNT-TACC3 inh	-7	-5	-7	-5	-6	-4	·	·
DENV2 CPE rescue	?	7	9	2	-3	2	?	7
SIRT5 inh	·	-16	0	-3	0	-3	-1	-4
PAX8 inh HTS	-134	-6	·	12	·	15	12	2
CASP6 VEID inh	-3	3	-3	2	-1	-2	54*	1
LGR2 inh	-116	-1	-4	5	18	-22	29	2

#41 COc1ccc(NC(=O)c2cc(C)nc3ccccc23)cc1S(=O)(=O)Nc1ccccc1Cl
#42 COc1ccc2c3c([nH]c2c1)[C@H](CO)N(Cc1ccc(Cl)cc1)CC31CN(Cc2ccccc2)C1
#43 C/C=C/c1ccc2c(c1)O[C@H](CN(C)C(=O)C1CCOCC1)[C@@H](C)CN([C@@H](C)CO)S2(=O)=O
#44 CCc1ccc(OCCCC(=O)NCc2ccccc2)cc1
#45 COc1ccc(CC2(CO)CCN(Cc3c(C)nn(C(C)C)c3C)CC2)cc1
#46 COc1ccc2c3c(n(C)c2c1)[C@H](CO)N(S(C)(=O)=O)CC31CCN(CC2CCCCC2)CC1
#47 Cc1cc(Cl)nc2c(C(C)C)cccc12
#48 C#CCNC(=O)C1=C[C@H](c2ccc3c(c2)OCO3)C[C@H](OCc2ccc(CO)cc2)O1

entry no.	41	42	43	44	45	46	47	48
EWS-Fli inh	-2	-3	-4	·	-2	-10	-4	-7&-17
ARNT-TACC3 inh	-5	·	-9	-3	-2	·	3	36
DENV2 CPE rescue	-11	8	-2	·	·	11	3	14&14
SIRT5 inh	2	·	-2	·	0	-1	2	-1
PAX8 inh HTS	32	·	·	8	7	·	-14	-3&-18
CASP6 VEID inh	1	·	1	·	-2	-1	-4	4&2
LGR2 inh	-1	-7	0	1	8	-5	5	-12

#49 Cc1ccc(CC(=O)N(Cc2ccccc2)c2ccccn2)cc1
#50 COC(=O)C1=C(C(=O)OC)[C@@H]2N(Cc3ccccc3)c3ccccc3[C@@]23C[C@@H](C(=O)OC)N(C(=O)NC2CCCCC2)C3=N1
#51 Cc1cc(C)n2c(SCC#N)nnc2n1
#52 CCCC(=O)Nc1ccc2c(c1)C(=O)N(C)C[C@@H](OC)[C@@H](C)CN(S(=O)(=O)c1cn(C)cn1)[C@H](C)CO2
#53 Cc1ccc(S(=O)(=O)N2CCN(C(=O)CN3C(=O)c4ccccc4C3=O)CC2)c(C)c1
#54 COc1ccc(Cl)cc1NC(=O)c1nnn(CC(=O)Nc2ccc(C)c(C)c2)c1N
#55 COCCNC(=O)C[C@H]1C[C@H]2c3cc(NS(=O)(=O)c4ccccc4)ccc3O[C@H]2[C@H](CO)O1
#56 CCOC(=O)N/N=C\c1ccc(-c2cc(Cl)ccc2Cl)o1

entry no.	49	50	51	52	53	54	55	56
EWS-Fli inh	2	-5	-2	-3	4	-1	5	-8
ARNT-TACC3 inh	-5	1	·	-11	-2	3	-3	-25
DENV2 CPE rescue	-2	1	-4	8	4	6	0	-2
SIRT5 inh	-3	·	·	-1	-4	-2	1	0
PAX8 inh HTS	-13	-5	-11	-8	-6	-9	3	7
CASP6 VEID inh	-1	0	3	1	-2	4	0	2
LGR2 inh	0	9	6	19	-8	-6	3	6

#57 C[C@H]1CN([C@@H](C)CO)C(=O)c2cc(C#Cc3ccccn3)cnc2O[C@H]1CN(C)C(=O)c1ccccn1
#58 Cc1ccc(NC(=O)NCCCCc2ccccc2)cc1
#59 CN(C)c1ccc(C=NN2CCCCCC2)cc1
#60 O=C(c1ccc(F)cc1)N1CC(=O)N2[C@@H](CO)[C@@H](c3ccc(C#CC4CC4)cc3)[C@@H]2C1
#61 N#C[C@@H]1[C@@H](c2ccc(-c3cccc(F)c3)cc2)[C@@H](CO)N1C(=O)NC1CCCC1
#62 CCCn1c(SCC(=O)NCC(=O)Nc2ccc(F)c(F)c2F)nc2ccccc2c1=O
#63 O=C(CSc1cccc[n+]1[O-])Nc1c(Br)cc([N+](=O)[O-])cc1Br
#64 O=C(CN1CCOCC1)N1CCCCN2[C@@H](CO)[C@H](c3ccc(-c4ccccc4F)cc3)[C@@H]2C1

entry no.	57	58	59	60	61	62	63	64
EWS-Fli inh	-10	-30	-61	-3	-1	0	6	-6
ARNT-TACC3 inh	-2	-1	3	·	-33	·	·	-9
DENV2 CPE rescue	-1	-2	15	18	-19	9	1	5
SIRT5 inh	-6	-5	·	3	13	9	3	5
PAX8 inh HTS	·	-21	-33	14	-10	7	-12	-5
CASP6 VEID inh	1	0	-5	2	0	1	-1	2
LGR2 inh	3	-19	-28	-7	19	5	-27	6

#65 Cc1cc(NC(=O)CCCN2C(=O)/C(=C\c3cccs3)SC2=S)no1
#66 C[C@H](CO)N1C[C@H](C)[C@H](CN(C)C(=O)Nc2ccc3c(c2)OCO3)OCc2ccccc2-c2c(n(C)c3ccccc23)C1=O
#67 O=C(Cc1ccccc1F)Nc1nc(-c2ccc(F)cc2)cs1
#68 C[C@@H]1CN([C@H](C)CO)C(=O)Cc2cc(NS(=O)(=O)c3ccc(F)cc3)ccc2O[C@@H]1CN(C)C(=O)Nc1ccc(F)cc1

entry no.	65	66	67	68
EWS-Fli inh	·	-50	-108	-3
ARNT-TACC3 inh	-1	3	-9	-6
DENV2 CPE rescue	·	-5	2	-5
SIRT5 inh	·	4	-5	0
PAX8 inh HTS	3	37	-90	·
CASP6 VEID inh	·	-1	-4	·
LGR2 inh	17	13	-53	-2

No enrichment for hits; any-hit rate near 4.9%.
